POLK inh = qHTS for Inhibitors of Polymerase Kappa; DNA polymerase kappa (Homo sapiens), Q9UBT6; 0.53% of 400,000 active; Potency, µM (series often up to 107 µM), inactives show at the highest dose activity, negative = inhibition, actives largely listed as inhibitors; purified Pol kappa, fluorescent DNA synthesis assay, 10 min; also: potency is read from the fitted curve at half-maximal effect; % is scaled to controls: 0 for no effect and ±100 for the full control effect
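First, compounds were pin-transferred onto 10 nM Pol kappa. After 15 min at room temperature, substrate was added to 50 nM final. Fluorescence was then measured kinetically at 0 and 10 min.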
ALOX12 inh = Primary qHTS assay for inhibitors of human arachidonate 12S-lipoxygenase (ALOX12): Round 2. purified 12hLO, xylenol orange hydroperoxide absorbance. 1.1% of 580,000 active. Potency, µM (series often up to 108 µM), inactives show top-dose activity change, negative = inhibition, hits mostly inhibitors. Polyunsaturated fatty acid lipoxygenase ALOX12 (Homo sapiens), P18054; also: potency is read from the fitted curve at half-maximal effect; % is scaled to controls: 0 for no effect and ±100 for the full control effect
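Hydroperoxide product was detected by ferrous iron/xylenol orange as the 573 to 405 nm absorbance ratio. Arachidonic acid at 40 uM (final) was turned over for 30 min at room temperature by 150 nM human 12hLO, pH 7.0 Hepes buffer, after 15 min compound preincubation.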
ERG Ets-DNA blk = qHTS for Small Molecule Inhibitors of the ERG Ets/DNA interaction | 0.028% of 370,000 active | AID 624246, 2012 | Potency, µM (top dose mostly 76.9 µM), without a hit: top-dose FP activity, negative = inhibition, most hits filed as inhibitors | Transcriptional regulator ERG (Homo sapiens), P11308 | fluorescence polarization, His-ERG Ets domain / labelled DNA; active = well fitted inhibition curve with a large enough effect in the polarisation, with a control signal flat; inconclusive = small, poorly fitted or top-dose-only effect, or effect the other way, or a change in a side signal; inactive = no such curve, though single readings can be large or run the other way; the % refers to the polarisation;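 also: polarization taken with two DNA probes labelled with fluorescein and Texas red; potency is read from the fitted curve at half-maximal effect; % of control where 0% means no effect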
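His-tagged ERG Ets domain (1 uM in the protein solution; 300mM KCl, 50mM Tris-HCl, 1mM EDTA, 1mM DTT, pH 7.5) received compound, then a probe mix of 5 nM fluorescein-DNA and 100nM Texas-615-DNA. Fluorescence polarization was read for both dyes.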
POLB inh = qHTS Assay for Inhibitors of DNA Polymerase Beta | P06746 | Pol beta primer extension/strand displacement, fluorescence kinetic | Potency, µM (highest dose often 114 µM), inactives show at the top dose activity change, negative = inhibition, hits mostly inhibitors | 1.3% of 340,000 active; also: potency is read from the fitted curve at half-maximal effect; % is scaled to controls: 0 for no effect and ±100 for the full control effect
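Curves were derived by four-parameter Hill fits of normalized qHTS data. The kinetic fluorescent primer-extension read was taken at 0 and 10 min after 50 nM substrate, following a 15 min room-temperature preincubation of 10 nM enzyme with compounds.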
POLI inh = qHTS for Inhibitors of Polymerase Iota. AID 588590, 2011. 1% of 390,000 active. Potency, µM (top dose mostly 115 µM), without a hit: at the top dose activity, negative = inhibition, hits mostly inhibitors. Pol iota fluorescent replication assay, 10 min; also: potency is read from the fitted curve at half-maximal effect
Target sequence (Q9UNA4 whole entry, looked up): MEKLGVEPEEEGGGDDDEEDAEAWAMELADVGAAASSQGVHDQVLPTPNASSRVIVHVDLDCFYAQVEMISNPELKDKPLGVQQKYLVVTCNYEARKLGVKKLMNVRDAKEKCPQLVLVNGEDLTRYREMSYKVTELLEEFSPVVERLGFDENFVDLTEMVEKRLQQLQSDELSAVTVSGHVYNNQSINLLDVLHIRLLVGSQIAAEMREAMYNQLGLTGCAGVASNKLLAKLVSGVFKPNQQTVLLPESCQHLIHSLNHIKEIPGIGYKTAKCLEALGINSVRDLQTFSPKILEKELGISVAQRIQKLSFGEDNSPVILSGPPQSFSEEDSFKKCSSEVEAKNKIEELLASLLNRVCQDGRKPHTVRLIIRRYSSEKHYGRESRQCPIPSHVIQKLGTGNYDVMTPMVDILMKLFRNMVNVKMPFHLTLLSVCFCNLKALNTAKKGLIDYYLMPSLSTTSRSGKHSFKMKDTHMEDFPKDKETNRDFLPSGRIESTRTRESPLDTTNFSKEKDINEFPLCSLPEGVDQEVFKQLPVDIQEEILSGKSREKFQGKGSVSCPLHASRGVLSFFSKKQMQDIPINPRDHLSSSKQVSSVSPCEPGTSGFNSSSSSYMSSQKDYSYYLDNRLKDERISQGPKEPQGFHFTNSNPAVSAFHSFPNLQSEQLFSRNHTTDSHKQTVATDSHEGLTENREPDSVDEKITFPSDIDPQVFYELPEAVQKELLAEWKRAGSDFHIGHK
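Fluorescent replication assay read twice, at 0 min and 10 min after adding 50 nM (final) substrate. Enzyme (10 nM) and compounds were first incubated 15 min at room temperature; enzyme-free buffer wells were negative controls.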
TRHR agonist = qHTS for Small Molecule Agonists and Allosteric Enhancers of Human TRH Receptor: Primary Screen for Agonists; Thyrotropin-releasing hormone receptor (Homo sapiens), P34981; TRHR cells, calcium flux fluo-8, FDSS agonist mode; activation, % at 2 µM; 0.18% of 360,000 active; in the data active = activation above about 30%; also: 0% is about no effect
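Steps: seed TRHR cells overnight; add fluo-8 no-wash Ca dye, RT 30 min–1.5 h; record 10 s baseline; pin-transfer compounds; monitor fluorescence 1 cycle/s for the agonist window. Calcium increases flag candidate agonists.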
BLM helicase inh = qHTS Assay for Inhibitors of Bloom's syndrome helicase (BLM); RecQ-like DNA helicase BLM (Homo sapiens), P54132; recombinant BLM DNA unwinding, fluorescence dequenching; Potency, µM (highest dose often 56.1 µM), without a hit: top-dose activity change, negative = inhibition, hits mostly inhibitors; 0.2% of 350,000 active; AID 2528, 2010;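 also: potency is read from the fitted curve at half-maximal effect; plate controls were vehicle for no effect and no enzyme for full effect; nearly all actives have a fitted effect of over 35% in size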
Apoferritin bind = qHTS Assay for Identification of Novel General Anesthetics; Ferritin light chain (Equus caballus), P02791; AID 485281, 2010; 0.074% of 350,000 active; Potency, µM (series often up to 77.5 µM), for inactives: at the highest dose activity change, negative = displacement, most hits filed as inhibitors; apoferritin/1-aminoanthracene competitive binding, fluorescence; also: potency is read from the fitted curve at half-maximal effect; % is scaled to controls: 0 for no effect and ±100 for the full control effect; nearly all actives have a fitted effect of over 20% in size
Target sequence (P02791 2-175 limits assumed): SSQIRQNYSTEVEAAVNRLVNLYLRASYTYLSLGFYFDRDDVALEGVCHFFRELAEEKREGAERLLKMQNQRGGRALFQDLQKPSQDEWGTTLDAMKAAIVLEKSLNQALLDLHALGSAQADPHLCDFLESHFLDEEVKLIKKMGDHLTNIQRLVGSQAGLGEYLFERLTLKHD
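10 uM apoferritin + 50% sat. 1-AMA, PBS; cpd 10 min RT; Ex380/Em535 endpoint; normalized to free probe vs complex; 4-param Hill fit; propofol titration as pos. ctrl.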
APE1 inh = qHTS Assay for Inhibitors of the Human Apurinic/apyrimidinic Endonuclease 1 (APE1); DNA repair nuclease/redox regulator APEX1 (Homo sapiens), P27695; recombinant APE1, TAMRA/BHQ-2 abasic DNA cleavage fluorescence; Potency, µM (highest dose often 65.8 µM), inactives show top-dose activity change, negative = inhibition, hits mostly inhibitors; 0.35% of 350,000 active; AID 2517, 2012;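 also: potency is read from the fitted curve at half-maximal effect; plate controls were vehicle for no effect and reference inhibitor for full effect; nearly all actives have a fitted effect of over 55% in size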
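Enzyme (0.75 nM final) and test compound are incubated 15 min at room temperature before adding 50 nM quenched THF abasic-site duplex. Cleavage dequenches TAMRA, followed at 525/598 nm over three reads one minute apart.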
Starred values were filed as active, the others as inactive; ? = inconclusive; nt = not tested or not shown; & = joins results of further samples; [ ] = dose if it differs, or a comment. Unless noted, calls follow the shape of the dose curve; as a rule, active = well fitted curve in the direction sought with a large enough effect; inconclusive = small, poorly fitted or top-dose-only effect, or another doubt; inactive = no such curve, though single readings can be large; an effect the other way counts as inactive or inconclusive. An excerpt, so the mix of outcomes need not match the whole.

smiles,APE1 inh,BLM helicase inh,ERG Ets-DNA blk,Apoferritin bind,POLK inh,ALOX12 inh,TRHR agonist,POLB inh,POLI inh
CN1CCN(c2ccc(S(=O)(=O)N3CCCCC3)cc2NC(=O)c2cccc([N+](=O)[O-])c2)CC1,2.7%,0.5%,1.4%,-13.8%,1.5%,?,-0.2,6.2%,-8.9%
C[C@H]1NC(=O)[C@]2(C)[C@@H](c3ccccc3)[C@H]3COc4ccccc4[C@@H]3N2C1=O,nt,nt,10.2%,nt,-9.9%,-13.8%,nt,nt,15.4%
COc1ccc(N2CCN(c3ncnc4onc(-c5ccc(F)cc5)c34)CC2)cc1,nt,-2.4%,-0.6%,-3.1%,-4.5%,-17.8%,0.3,-4.8%,1.1%
COc1ccccc1N1CCN(S(=O)(=O)CCNC(=O)c2cc(OC)c(OC)c(OC)c2)CC1,1.0%,2.0%,-3.9%,-10.3%,-1.0%,62.4%[activator],-0.8,-2.5%,-2.9%
CC(C)CCn1c(=O)c2cccnc2n(CC(=O)Nc2ccc(F)cc2)c1=O,nt,-6.4%,0.9%,-11.5%,1.8%,-15.5%,0.7,-1.2%,5.0%
O=C(C[C@H]1C(=O)N(c2ccc(F)c(F)c2)C[C@@H]1Cc1ccccc1)Nc1ccccc1,31.6%,-7.1%,-3.4%,-3.9%,-2.6%&6.3%,25.3%,0.5,-19.8%,8.6%&-18.0%
CC(=O)Nc1ccc2nc(NC(=O)c3ccc([N+](=O)[O-])o3)sc2c1,-10.8%,-3.3%,8.1%,-1.1%,-16.5%,19.2%,0.5,-29.9%,?
CC(C)(C)C(=O)Nc1ccnn1C1CCN(C(=O)c2cccc(Cl)c2)CC1,22.8%,-2.5%,-7.3%,-1.2%,-16.2%,-9.9%,0.6,16.8%,1.5%
COc1cccc(OC)c1NC(=O)C1CCCN1C(=O)NCc1ccccc1 (stereo not drawn),-0.9%,-0.3%,-7.5%,9.1%,0.5%,?,-0.6,0.9%,25.5%
O=C(/C=C/c1ccc(F)cc1)N1CCCc2ccccc21,14.4%,-14.3%,-5.0%,?,-13.6%,-1.2%,1.6,-11.8%,81.9%[activator]
Cc1ccc(S(=O)(=O)N2CCOCC2)cc1NC(=O)CSc1ccc(Cl)cc1,9.1%,nt,4.4%,nt,-3.2%,-7.3%,-0.5,nt,17.3%
Nn1c(SCC(=O)Nc2ccc3c(c2)OCO3)nncc1=O,-8.8%,-4.4%,3.9%,-0.9%,13.0%,15.7%,-1.2,10.2%,16.8%
FC(F)(F)c1ccccc1-c1nc(NC2CC2)c2ccccc2n1,-4.0%,1.8%,nt,nt,3.0%[60.1 µM],?,nt,nt,nt
CCCCn1c(N)c(N(CC(C)C)C(=O)COC(=O)Cc2cccc(OC)c2)c(=O)[nH]c1=O,6.8%,nt,1.7%,nt,-5.3%,-14.4%,0.5,nt,24.0%
CCN1CCN(C(=O)CN(c2ccc(F)c(Cl)c2)S(C)(=O)=O)CC1,-3.1%,-0.6%,-22.5%,-1.3%,2.7%,-1.3%,2.0,-11.7%,-6.8%
O=C(Nc1c[nH]c(=O)[nH]c1=O)c1ccccc1Br,-3.9%,-4.6%,6.3%,-5.4%,-5.4%,15.8%,1.2,45.5%,7.8%
CCOC(=O)Cn1cnc2c(cnn2-c2ccc(OC)cc2)c1=O,-0.6%,-1.9%,-7.1%,-3.2%,3.8%,?,0.2,2.1%,11.6%
COc1nccnc1NS(=O)(=O)c1ccc(NC(=S)NC(=O)c2ccc(F)cc2)cc1,3.7%,2.0%,-18.2%,10.5%,-7.0%,35.5µM*,0.0,9.2%,2.6%
CNC1=CC(=O)CC(c2ccccc2)C1 (stereo not drawn),-13.1%,-5.3%,6.4%,-4.3%,-7.2%,-7.6%,-0.2,-5.6%,1.6%
CC1CCC(=C(C#N)C(=O)Nc2cccc(Cl)c2)CC1 (stereo not drawn),4.1%,-9.1%,nt,-12.1%,-12.6%,?,1.2,5.4%,-18.8%
Cc1ccc(-c2nc(NC(=O)c3ccc(S(=O)(=O)N(CCC#N)CCC#N)cc3)sc2-c2ccccc2)cc1,-1.5%,-5.6%,-4.5%,-9.8%,-3.0%,?,-0.9,59.5%,10.3%
C=CCNS(=O)(=O)CC12CCC(CC1=O)C2(C)C (stereo not drawn),4.9%,-3.6%,-0.6%,-11.6%,-12.9%,-14.2%,0.2,5.6%,13.6%
Cc1ccc(-c2nnn(CC(=O)N(c3cccc(F)c3)C(C(=O)NC(C)(C)C)c3ccco3)n2)o1 (stereo not drawn),8.3%,3.7%,-2.4%,-18.4%,-5.2%,17.6%,0.1,-6.1%,64.7%[activator]
Cc1cccc(NC(=O)CSCC(=O)Nc2cc(S(=O)(=O)N3CCOCC3)ccc2OC(C)C)c1,4.7%,nt,11.3%,nt,-4.9%,-9.8%,-0.3,nt,15.7%
Cc1cccc(C(=O)NCC(c2cccs2)S(=O)(=O)c2cccs2)c1 (stereo not drawn),nt,-0.1%,5.1%,-11.4%,-8.8%[60.1 µM],-20.6%,-0.5,-24.0%,17.6%
Cc1c(C(=O)NCc2ccc(F)cc2)sc2nc(-c3ccc(F)cc3)cn12,nt,2.3%,-1.0%,1.4%,-10.8%[60.1 µM],-1.6%,0.1,1.2%,-14.4%
CN1CCN(c2ccc(Cl)cc2NC(=O)C2COc3ccccc3O2)CC1 (stereo not drawn),-1.6%,1.7%,-5.1%,-9.2%,-13.4%,-2.3%,-0.4,24.4%,7.0%
CCCn1c(C2CCCN2c2nc(-c3cccc(Br)c3)cs2)nc2cc(Cl)c(Cl)cc21 (stereo not drawn),13.6%,-5.7%,-1.1%,-16.4%,-20.0%,-17.9%,0.1,0.5%,18.3%
CCOc1ccccc1C(=O)N(Cc1ccco1)Cc1ccccc1F,nt,-4.9%,1.0%,-8.4%,-14.7%,-18.7%,-1.1,16.2%,-5.4%
Cc1ccccc1C(=O)Nc1ccccn1,5.6%,-7.8%,-1.0%,-6.9%,-9.9%,29.7%,0.0,22.8%,6.0%

A second format for 2 compounds above:
> Cc1c(C(=O)NCc2ccc(F)cc2)sc2nc(-c3ccc(F)cc3)cn12
  APE1 inh = nt; BLM helicase inh = 2.3%; ERG Ets-DNA blk = -1.0%; Apoferritin bind = 1.4%; POLK inh = -10.8%[60.1 µM]; ALOX12 inh = -1.6%; TRHR agonist = 0.1; POLB inh = 1.2%; POLI inh = -14.4%

> CN1CCN(c2ccc(Cl)cc2NC(=O)C2COc3ccccc3O2)CC1 (stereo not drawn)
  APE1 inh = -1.6%; BLM helicase inh = 1.7%; ERG Ets-DNA blk = -5.1%; Apoferritin bind = -9.2%; POLK inh = -13.4%; ALOX12 inh = -2.3%; TRHR agonist = -0.4; POLB inh = 24.4%; POLI inh = 7.0%

Following part.
smiles,APE1 inh,BLM helicase inh,ERG Ets-DNA blk,Apoferritin bind,POLK inh,ALOX12 inh,TRHR agonist,POLB inh,POLI inh
Cc1ccc(N2CCN(C(=O)c3cnn(-c4ccc(C)c(C)c4)c3C3CCNCC3)CC2)c(C)c1,nt,-1.3%,2.1%,-18.5%,3.5%,?,-1.2,34.5%,?
CNC(=O)c1ccc(Nc2nnc(C)c3ccccc23)cc1,-5.1%,-6.6%,-6.2%,-8.6%,-6.9%,0.0%,0.0,-10.5%,1.6%
CCc1ccc(NC(=O)N2CCC(N3CCN(Cc4ccc(C)cc4)C(=O)C3=O)CC2)cc1,nt,0.5%,3.5%,-16.3%,1.3%[60.1 µM],-22.1%,-0.2,-17.7%,20.1%
Cc1nn(-c2ccccn2)c2nc(-c3cccs3)cc(C(=O)N3CCOCC3)c12,-9.2%,2.8%,2.6%,-17.4%,-10.8%,-9.1%,-0.4,?,12.3%
Cc1c(C)n2c(SCC(=O)Nc3cccc4ccccc34)nnc2[nH]c1=O,0.7%,nt,-3.7%,nt,-0.9%,-18.3%,-0.5,nt,-14.3%
O=C(Nc1ccccc1-c1ccccc1)c1cc(C(F)(F)F)cc(C(F)(F)F)c1,1.4%,1.2%,-10.7%,-13.7%,5.1%,-8.3%,1.7,1.0%,20.2%
Cc1cc2[nH]c(=O)c(=O)[nH]c2cc1S(=O)(=O)NCc1ccccc1,-13.3%,2.6%,-13.9%,-0.8%,-7.6%,9.1%,0.0,17.0%,-14.6%
CN(C)CCN(C(=O)c1ccc2c(c1)OCCO2)c1nc2cc3c(cc2s1)OCO3,0.5%,5.4%,12.9%,-5.7%,-4.4%,nt,-0.1,-0.9%,-15.4%
COc1ccc(OCCC(=O)c2ccc(OC)cc2)cc1,-5.7%,0.1%,-0.8%,1.2%,-7.9%,?,-0.2,-9.7%,17.1%
CCn1c(SCC(=O)N2CCOCC2)nc2sc3c(c2c1=O)CCCC3,1.7%,-0.2%,5.6%,-4.4%,-14.1%,11.6%,0.6,-18.1%,3.4%

Screening data from PubChem BioAssay.
